Bioassay records deposited in PubChem BioAssay by National Center for Advancing Translational Sciences (NCATS).
PI5P4Ka inh: blocks human PI5P4K alpha kinase activity | 1.2% of 330,000 active | max response, % | P48426 | PI5P4Kalpha enzyme, ADP-Glo luminescence, 60 min; hits give low values; active = max response of -50% or lower; inconclusive = between -30% and -50%; inactive = -30% or higher; also: value at the top dose of about 77 µM; % is scaled to controls: 0 for no effect and ±100 for the full control effect
Target sequence (P48426 whole entry, looked up): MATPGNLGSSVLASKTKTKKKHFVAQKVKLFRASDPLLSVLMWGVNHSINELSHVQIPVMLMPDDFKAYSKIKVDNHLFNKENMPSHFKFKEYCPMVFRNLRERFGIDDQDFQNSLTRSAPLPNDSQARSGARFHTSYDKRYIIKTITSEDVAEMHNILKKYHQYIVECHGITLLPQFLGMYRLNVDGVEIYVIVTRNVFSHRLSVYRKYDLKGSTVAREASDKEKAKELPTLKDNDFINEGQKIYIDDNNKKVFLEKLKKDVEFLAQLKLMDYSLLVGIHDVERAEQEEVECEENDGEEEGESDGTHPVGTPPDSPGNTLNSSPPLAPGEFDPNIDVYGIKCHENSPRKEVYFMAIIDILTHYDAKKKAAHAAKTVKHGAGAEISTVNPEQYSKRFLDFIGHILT
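Compounds were pin-transferred onto PI5P4Kalpha and substrate in HEPES pH 7.4 buffer with EGTA, CHAPS and 5% DMSO. ATP (5 microM final) started the reaction, which ran 60 minutes at room temperature before ADP-Glo detection.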
EPAC1 antagonist: antagonists of human EPAC1; 0.14% of 360,000 active; Potency, µM (doses to about 115 µM), for the others: at the top dose activity change, negative = inhibition, hits mostly inhibitors; EPAC1 GEF assay, Rap1b-BODIPY-GDP exchange fluorescence;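 also: potency is read from the fitted curve at half-maximal effect; plate controls were vehicle for no effect and positive control for full effect; nearly all actives have a fitted effect of over 50% in size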
FUS yeast rescue: rescues growth of FUS-expressing yeast | S. cerevisiae FUS-expressing, growth rescue, OD600, 24 h | Potency, µM (series often up to 76.6 µM), for inactives: at the highest dose growth rescue (activation), actives largely listed as activators | 0.24% of 390,000 active | AID 1347120;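 also: potency is read from the fitted curve at half-maximal effect; plate controls were DMSO vehicle for no effect and reference control for full effect; nearly all actives have a fitted effect of over 55% in size; some results filed as inactive show a strong effect at the top dose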
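Compound concentration series was pinned onto galactose-induced FUS-expressing yeast seeded at OD 0.005. Plates sat 24hr at 30C; absorbance at 600 nm gave growth. DMSO served as background control.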
WRN inhibitor: blocks human WRN helicase. Potency, µM (doses to about 114 µM), inactives show at the top dose activity change, negative = inhibition, usual class: inhibitors. 0.46% of 360,000 active. WRN helicase unwinding, fluorescent forked duplex, kinetic; also: potency is read from the fitted curve at half-maximal effect; % is scaled to controls: 0 for no effect and ±100 for the full control effect; nearly all actives have a fitted effect of over 55% in size
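WRN at 20 nM final was preincubated with compound for 15 min at room temperature; reaction started with 100 nM forked duplex oligonucleotide carrying fluorophore and quencher plus 2 mM ATP (final). Unwinding followed kinetically by red fluorescence (ex 525/em 598 nm).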
IL-2 act: activators of IL-2; IL-2 activation reporter assay, cell-based qHTS; stimulated with anti-CD3/CD4/CD28 beads; in transgenic mouse T cells; activation, % (series mostly up to about 46 µM); 0.065% of 360,000 active; AID 652025; in the data active = activation above about 50%; inconclusive = mostly about 30% to 49%; also: 0% is about no effect
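Readout is EGFP and DsRed signal by fluorescent plate cytometry after 18 h at 37 degrees C. Transgenic mouse T cells (750/well) received compound for 60 min before bead stimulation (anti-CD3, anti-CD4, anti-CD28); memory T cells served as non-tolerant control.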
Abeta rescue: A-beta toxicity reversal in yeast | Potency, µM (titrated, usually from 46.1 µM), for inactives: top-dose growth rescue, actives largely listed as activators | 0.063% of 410,000 active | yeast expressing A-beta42, growth rescue, OD600, 48 h; response scale: 0% DMSO, 100% iron-clioquinol control; also: potency is read from the fitted curve at half-maximal effect; nearly all actives have a fitted effect of over 55% in size
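Yeast growth medium received pinned compounds, then yeast cells expressing toxic A-beta were added; plates incubated at 30 C for 48 hr. Growth read as absorbance at 600 nm, normalized to DMSO and equimolar FeCl3 plus clioquinol controls.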
EPAC1 agonist: activates human EPAC1 exchange factor; 0.073% of 360,000 active; O95398; AID 720707; Potency, µM (top dose mostly 154 µM), inactives show at the highest dose activation, most hits filed as activators; EPAC1 agonist qHTS, biochemical assay; response scale: 100% = response to 6.5 mM cAMP; also: potency is read from the fitted curve at half-maximal effect; nearly all actives have a fitted effect of over 60% in size
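Read-out is the fluorescence drop as BODIPY-GDP leaves Rap1B (480 nm excitation, 540 nm emission), recorded every 5 minutes over 30 minutes. Reactions held 100 nM EPAC1, 250 nM Rap1B–BODIPY-GDP and 50 uM GDP, with 6.5 mM cAMP setting full activation.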
PLK1 PBD inh: PLK1 (human) polo-box domain binding inhibition. AID 720504. Potency, µM, inactives show max response, negative = inhibition, actives largely listed as inhibitors. Plk1 PBD binding of FITC phosphopeptide, fluorescence polarization. 2.8% of 360,000 active; also: potency is read from the fitted curve at half-maximal effect; series mostly up to about 57 µM; % is scaled to controls: 0 for no effect and ±100 for the full control effect; nearly all actives have a fitted effect of over 65% in size
Target sequence (P53350 whole entry, looked up, the tested form may be a part): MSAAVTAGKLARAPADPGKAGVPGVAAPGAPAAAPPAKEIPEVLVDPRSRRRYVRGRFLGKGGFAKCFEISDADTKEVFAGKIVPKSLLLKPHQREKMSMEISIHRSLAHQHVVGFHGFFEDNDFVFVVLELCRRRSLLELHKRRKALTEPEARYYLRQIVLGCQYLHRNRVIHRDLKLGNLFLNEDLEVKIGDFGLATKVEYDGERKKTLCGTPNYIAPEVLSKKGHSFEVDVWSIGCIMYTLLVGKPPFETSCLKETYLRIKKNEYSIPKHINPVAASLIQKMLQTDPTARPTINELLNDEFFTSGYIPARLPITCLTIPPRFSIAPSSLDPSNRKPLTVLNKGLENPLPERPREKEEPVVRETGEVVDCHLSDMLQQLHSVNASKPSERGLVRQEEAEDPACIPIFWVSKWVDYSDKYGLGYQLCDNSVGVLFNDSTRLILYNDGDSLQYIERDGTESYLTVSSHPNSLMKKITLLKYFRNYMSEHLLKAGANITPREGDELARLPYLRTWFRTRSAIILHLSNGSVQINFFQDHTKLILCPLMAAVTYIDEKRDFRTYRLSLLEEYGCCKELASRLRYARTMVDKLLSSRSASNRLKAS
* hit, by the source's call; & = joins results of further samples; [ ] = remark or other dose. Unless noted, calls follow the shape of the dose curve; as a rule, active = well fitted curve in the direction sought with a large enough effect; inconclusive = small, poorly fitted or top-dose-only effect, or another doubt; inactive = no such curve, though single readings can be large; an effect the other way counts as inactive or inconclusive. Rows were taken by chance; any-hit rate near 4.1%.

For CC(=O)Nc1c(Br)cc2c(c1Br)Cc1cc(Br)ccc1-2 the results were PI5P4Ka inh 0.2, EPAC1 antagonist -1.8%, WRN inhibitor -6.7%, IL-2 act -0.7, Abeta rescue 5.9%, EPAC1 agonist 3.8% and PLK1 PBD inh 1.0%.
CCC(CC)NC(=O)CSc1ccc(S(=O)(=O)N2CCCCC2)cn1 was read as PI5P4Ka inh 0.2, EPAC1 antagonist -2.7%, FUS yeast rescue -2.8%, WRN inhibitor 2.3%, IL-2 act -3.8, Abeta rescue 12.5%, EPAC1 agonist -3.6% and PLK1 PBD inh -18.8%.
CC(C(=O)NCCSCc1cccc(Cl)c1)N(c1ccccc1)S(C)(=O)=O (stereo not given) was read as PI5P4Ka inh -0.2, EPAC1 antagonist -1.6%, FUS yeast rescue 21.5%&28.0%, WRN inhibitor -5.0%, IL-2 act -0.5, Abeta rescue 2.3%&2.6%, EPAC1 agonist -3.2% and PLK1 PBD inh 1.5%.
For CC1CN(C(=O)COC(=O)c2cccc(NS(=O)(=O)c3ccccc3)c2)CC(C)O1 (stereo not given) the results were PI5P4Ka inh 0.8, EPAC1 antagonist 0.1%, FUS yeast rescue -2.0%, WRN inhibitor -13.6%, IL-2 act -2.3, Abeta rescue 3.3%, EPAC1 agonist 5.5% and PLK1 PBD inh 0.1%.
For COc1ccc(OCCn2nnc(-c3ccc(Cl)cc3)n2)cc1 the results were PI5P4Ka inh 24.1, EPAC1 antagonist -15.6%, FUS yeast rescue -8.5%, WRN inhibitor 3.1%, IL-2 act -1.1, Abeta rescue -5.2%, EPAC1 agonist 6.1% and PLK1 PBD inh -18.4%.
Screening CCOCCC(=O)Nc1ccc2c(c1)c(=O)n(C)n2Cc1cccc(C(F)(F)F)c1 returned PI5P4Ka inh 1.5, EPAC1 antagonist -2.1%, FUS yeast rescue -10.3%, WRN inhibitor -0.7%, IL-2 act 0.6, Abeta rescue -6.2%, EPAC1 agonist -1.7% and PLK1 PBD inh -3.0%.
For CC(=O)Nc1ccc(C(=O)NNC(=O)CCc2ccccc2)cc1 the results were EPAC1 antagonist 9.0%, FUS yeast rescue 9.4%, WRN inhibitor -1.0%, IL-2 act -2.5, Abeta rescue -2.9%, EPAC1 agonist 4.4% and PLK1 PBD inh -6.0%.
`O=C(COC(=O)c1cccs1)NCc1cccs1` gave PI5P4Ka inh -2.7, EPAC1 antagonist inconclusive, FUS yeast rescue 11.1%, WRN inhibitor inconclusive, IL-2 act -3.8, Abeta rescue -15.7%, EPAC1 agonist -6.4% and PLK1 PBD inh -8.0%.
`c1ccc(CSC2=NNC(c3ccccn3)S2)cc1` (stereo not given) gave PI5P4Ka inh 4.7, EPAC1 antagonist 3.9%, FUS yeast rescue 11.9%, WRN inhibitor -16.8%, IL-2 act -0.8, Abeta rescue 7.4%, EPAC1 agonist 4.4% and PLK1 PBD inh 2.7%.
Screening c1cc(CNc2ccc(N3CCOCC3)cc2)ccn1 returned PI5P4Ka inh 4.9, EPAC1 antagonist -3.5%, FUS yeast rescue 17.3%, WRN inhibitor -10.8%, IL-2 act 0.0, Abeta rescue -4.6%, EPAC1 agonist 8.5% and PLK1 PBD inh -10.3%.
For Cn1ccsc1=NC(=O)c1ccc(Cl)cc1 the results were PI5P4Ka inh -1.5, EPAC1 antagonist -6.1%, FUS yeast rescue -9.3%, WRN inhibitor 5.5%, IL-2 act -0.5, Abeta rescue -0.6%, EPAC1 agonist 0.2% and PLK1 PBD inh 4.3%.
For CC(=O)c1c(C)[nH]c(C(=O)OCC(=O)C(C)(C)C)c1C the results were EPAC1 antagonist -3.1%, FUS yeast rescue -7.3%, WRN inhibitor 3.6%, IL-2 act 2.4, Abeta rescue -8.5%, EPAC1 agonist 1.2% and PLK1 PBD inh -6.4%.
`O=C(CC1C(=O)CCCC1=O)c1ccccc1` gave PI5P4Ka inh -8.7, EPAC1 antagonist 12.9%, FUS yeast rescue -1.7%, WRN inhibitor -9.6%, IL-2 act 1.7, Abeta rescue 0.1%, EPAC1 agonist 8.9% and PLK1 PBD inh -26.7%.
Screening COc1ccc(C(C(=O)Nc2ccc(F)cc2)N2CCN(c3ccncc3)CC2)cc1 (stereo not given) returned PI5P4Ka inh 5.6, EPAC1 antagonist -8.0%, FUS yeast rescue -1.7%, WRN inhibitor -2.1%, IL-2 act 1.6, Abeta rescue -11.1%, EPAC1 agonist 7.4% and PLK1 PBD inh -1.3%.
CC(C)CCCN1CCN=C1N(C)C was read as PI5P4Ka inh -2.3, EPAC1 antagonist 5.5%, FUS yeast rescue -10.4%, WRN inhibitor -1.5%, IL-2 act 0.5, Abeta rescue 20.4%, EPAC1 agonist 0.5% and PLK1 PBD inh -3.6%.
Screening CCOC(=O)c1c(C)[nH]c(C)c1S(=O)(=O)NCC1CCN(Cc2ccccc2OC)CC1 returned PI5P4Ka inh 1.1, EPAC1 antagonist -1.3%, FUS yeast rescue 15.2%, WRN inhibitor 1.7%, IL-2 act -1.1, Abeta rescue 6.5%, EPAC1 agonist -1.6% and PLK1 PBD inh -0.4%.
For COc1ccc2sc(NC(=O)NC(=O)c3c(Cl)cccc3Cl)nc2c1 the results were PI5P4Ka inh 6.3, EPAC1 antagonist -9.2%, FUS yeast rescue 20.5%, WRN inhibitor -25.7%, IL-2 act 0.1, Abeta rescue 7.5%, EPAC1 agonist 15.1% and PLK1 PBD inh -5.1%.
Screening CCOC(=O)C1=C(C)NC(C)=C(C(=O)OCC)C1C(=O)OCC(=O)NC(C)c1ccccc1 (stereo not given) returned PI5P4Ka inh 5.6, EPAC1 antagonist -9.8%, FUS yeast rescue inconclusive, WRN inhibitor -24.2%, IL-2 act -0.1, Abeta rescue 2.5%, EPAC1 agonist 0.0% and PLK1 PBD inh -11.5%.
Screening O=C(NCc1ccc(F)cc1)Nc1nnc([C@@H]2C[C@H](O)[C@@H](CO)O2)s1 returned PI5P4Ka inh -0.5, EPAC1 antagonist -28.0%, FUS yeast rescue -5.7%, WRN inhibitor 0.5%[57.1 µM], IL-2 act 2.2, Abeta rescue -14.1%, EPAC1 agonist -3.5% and PLK1 PBD inh -10.3%.
`COc1ccc(CN2CCCC(N3CCN(c4cccc(Cl)c4)CC3)C2)cc1OC` (stereo not given) gave PI5P4Ka inh 6.4, EPAC1 antagonist -2.9%, FUS yeast rescue -0.8%, WRN inhibitor 6.0%, IL-2 act -0.1, Abeta rescue -6.4%, EPAC1 agonist -2.5% and PLK1 PBD inh -4.5%.
O=C(CSc1ccc2nnc(-c3ccncc3)n2n1)Nc1ccc2c(c1)OCCO2 was read as PI5P4Ka inh -0.5, EPAC1 antagonist -7.6%, FUS yeast rescue -9.8%, WRN inhibitor -5.4%, IL-2 act -2.8, Abeta rescue -12.9%, EPAC1 agonist -15.4% and PLK1 PBD inh -10.7%.
For c1ccc(-c2noc(C34CC5CC(CC(C5)C3)C4)n2)nc1 the results were PI5P4Ka inh 0.5, EPAC1 antagonist 12.4%, FUS yeast rescue 14.6%, WRN inhibitor -2.0%, IL-2 act 1.9, Abeta rescue -6.8%, EPAC1 agonist 1.7% and PLK1 PBD inh -1.1%.
Screening CC1=C(C(=O)OCCCBr)C(c2ccc3c(c2)OCO3)NC(=O)N1 (stereo not given) returned PI5P4Ka inh 1.7, EPAC1 antagonist -7.9%, FUS yeast rescue 22.4%, WRN inhibitor 9.6%, IL-2 act 0.0, Abeta rescue 0.2%, EPAC1 agonist 6.1% and PLK1 PBD inh -20.3%.
For COc1ccc(C(=O)CSc2nnc(C3CCCCC3)n2N)c(OC)c1 the results were PI5P4Ka inh -27.0, EPAC1 antagonist 9.6%, FUS yeast rescue inconclusive, WRN inhibitor -2.1%, IL-2 act -0.5, Abeta rescue 16.8%, EPAC1 agonist 9.0% and PLK1 PBD inh -4.3%.
For Cc1cc(C(=O)O/N=C(\N)c2ccc(C(C)(C)C)cc2)no1 the results were PI5P4Ka inh -4.8, EPAC1 antagonist -2.7%, FUS yeast rescue -0.1%, WRN inhibitor -1.4%, IL-2 act 0.6, Abeta rescue 11.0%, EPAC1 agonist -2.1% and PLK1 PBD inh -1.4%.
For Cc1ccccc1OCC(=O)NC(=S)Nc1ccc2c3c(cccc13)CC2 the results were PI5P4Ka inh -25.1, EPAC1 antagonist 13.2%, FUS yeast rescue -6.2%, WRN inhibitor 2.6%, IL-2 act 1.2, Abeta rescue -19.0%, EPAC1 agonist 6.4% and PLK1 PBD inh 2.99µM*.
Screening COC(=O)c1c(C)nc(C)c2c(=O)oc3ccccc3c12 returned PI5P4Ka inh -0.6, EPAC1 antagonist 18.0%, FUS yeast rescue -13.5%, WRN inhibitor -1.8%, IL-2 act 0.0, Abeta rescue -8.2%, EPAC1 agonist 8.8% and PLK1 PBD inh -8.0%.
`COc1ccc(-c2ccc3c(c2)S(=O)(=O)c2cccc(C(=O)NCCOc4ccccc4Cl)c2C3=O)cc1OC` gave PI5P4Ka inh -6.1, EPAC1 antagonist 8.3%, FUS yeast rescue 24.4%, WRN inhibitor inconclusive, IL-2 act -0.9, Abeta rescue 6.9%, EPAC1 agonist -0.7% and PLK1 PBD inh -22.9%.
Screening Cc1noc(C)c1CSc1nnc(-c2ccncc2)n1-c1cccc(Cl)c1C returned EPAC1 antagonist 4.5%, FUS yeast rescue 36.1%, WRN inhibitor 7.9%, IL-2 act 0.0, Abeta rescue 4.5%, EPAC1 agonist -6.0% and PLK1 PBD inh -7.3%.
`CCOC(=O)C1=C(COC(=O)c2cccnc2Cl)NC(=O)NC1C` (stereo not given) gave PI5P4Ka inh -6.5, EPAC1 antagonist 5.4%, FUS yeast rescue -7.7%, WRN inhibitor -4.5%, IL-2 act -2.3, Abeta rescue -6.3%, EPAC1 agonist -1.4% and PLK1 PBD inh 2.6%.
Cn1c(=O)c2nc(-c3ccccc3)oc2c2ccccc21 was read as PI5P4Ka inh 0.0, EPAC1 antagonist -7.4%, FUS yeast rescue 14.7%, WRN inhibitor 3.3%, IL-2 act 2.2, Abeta rescue 1.9%, EPAC1 agonist 11.1% and PLK1 PBD inh -17.7%.
`O=C(Nn1cnc2ccccc2c1=O)c1ccc(F)cc1Cl` gave EPAC1 antagonist 10.5%, FUS yeast rescue 7.7%, WRN inhibitor -12.2%, IL-2 act -1.5, Abeta rescue 3.5%, EPAC1 agonist 3.7% and PLK1 PBD inh -6.9%.
